# RNase H inhibition – RNase H inhibition, HIV 1 Gag Pol polyprotein, FRET biochemical assay, screening (AID 372); actives 0.77% (n = 100,000); HIV-1 RT RNase H, FRET RNA/DNA substrate fluorescence; higher % means a stronger effect; inhibition, % at 10 µM; hits with a dose series show IC50 in µM; in the data active means inhibition above about 50%
# An asterisk follows results filed as active. Not all compounds are listed; rates above refer to the full screens.
SMILES,RNase H inhibition
CCOc1ccc(N(CC(=O)Nc2ccc(F)cc2)S(=O)(=O)c2ccc(C)cc2)cc1,37%
COc1ccccc1/C=C(\NC(=O)c1ccccc1)C(=O)Nc1cccc(C)c1,0%
O=C(Nc1cccc(C(F)(F)F)c1)c1cnccn1,7%
O=C(Nc1ccc(OCc2ccccc2)cc1)c1ccc(Br)cc1,37%
Cc1ccc(S(=O)(=O)N/N=C/c2ccc([N+](=O)[O-])cc2)cc1,0%
CC(=O)C1=C(O)C(=O)N(C)C1c1ccc(N(C)C)cc1 (stereo not given),0%
CCOc1cccc(NC(=O)/C(C#N)=C\c2cc(C)n(-c3ccc4c(c3)OCO4)c2C)c1,16%
O=C1C=C(c2cccs2)CC(c2cccs2)C1n1cnc([N+](=O)[O-])c1 (stereo not given),13%
CCc1ccc(OCC(=O)Nc2ccc(NC(=O)c3ccco3)c(OC)c2)cc1,7%
O=C(N/N=C/c1ccc(N2N=C(c3ccccc3)CC2c2c3ccccc3cc3ccccc23)cc1)c1ccccc1 (stereo not given),36%
CCCN(CCC)C1=CC(=O)C(C(C)(C)C)=CC1=O,8%
CCOC(=O)c1ccccc1NC(=O)CCSc1ccc(Cl)cc1,49%
CC1CCCN(C(=O)/C=C/c2ccccc2Cl)C1 (stereo not given),6%
CN(C1=NS(=O)(=O)c2cc([N+](=O)[O-])ccc21)c1ccccc1,3%
COc1cccc(OCCCCOc2ccc(Cl)cc2Cl)c1,3%
N#CC1=C(N)Oc2cc(N)ccc2C1c1ccccc1Cl (stereo not given),9%
COc1ccccc1C1Nc2cc3ccccc3cc2C2=C1C(=O)CC(C)(C)C2 (stereo not given),7%
Cc1sc(NC(=O)C2CCCCC2)c(C(N)=O)c1C,7%
O=C1NCC(COc2ccc3ccccc3c2)O1 (stereo not given),9%
CCOc1cccc(C(=O)NCc2ccco2)c1,5%
CC(C)CN(CC(C)C)S(=O)(=O)c1ccc(C(=O)Nc2ccccc2C(F)(F)F)cc1,34%
COc1ccc(CNCC(CO)C2(c3ccccc3)CCOC(C)(C)C2)cc1 (stereo not given),13%
CC(=O)c1ccc(NC(=S)NC(NC(=O)CC(C)C)C(Cl)(Cl)Cl)cc1 (stereo not given),0%
Cc1occc1C(=O)N/N=C/c1ccccc1Cl,6%
NCCNc1ccc([N+](=O)[O-])c(NCc2ccccc2)c1,15%

# Pulled one by one from the list above, 4 records:
SMILES,RNase H inhibition
COc1ccccc1/C=C(\NC(=O)c1ccccc1)C(=O)Nc1cccc(C)c1,0%
CCc1ccc(OCC(=O)Nc2ccc(NC(=O)c3ccco3)c(OC)c2)cc1,7%
CC(C)CN(CC(C)C)S(=O)(=O)c1ccc(C(=O)Nc2ccccc2C(F)(F)F)cc1,34%
CCOc1ccc(N(CC(=O)Nc2ccc(F)cc2)S(=O)(=O)c2ccc(C)cc2)cc1,37%

# The results go on:
SMILES,RNase H inhibition
CC1C(C#N)=C(SCc2ccccc2)NC2=C1C(=O)CC(C)(C)C2 (stereo not given),1%
CC1=C(C#N)c2nc(N)c(C#N)c(C)c2/C1=C\c1ccc(Br)o1,7%
Cc1ccc(NC(=O)COc2ccccc2C)c(Br)c1,18%
COc1ccc(OC)c(NC(=O)CN(Cc2ccccc2)S(=O)(=O)c2ccccc2)c1,21%
COc1ccc(-n2c(SC)nc3sc4c(c3c2=O)CCCC4)cc1,27%
CCOC(=O)C1=C(C)N=c2s/c(=C\c3ccc(C)cc3)c(=O)n2C1c1ccccc1Cl (stereo not given),14%
CC(C(=O)Nc1ccc(-c2nc3ccccc3o2)cc1)(c1ccccc1)c1ccccc1,14%
CC(=O)Nc1cc([N+](=O)[O-])c(N(C)S(=O)(=O)c2ccccc2)c2ccccc12,17%
NC(=O)/C(=C\c1ccc(Cl)cc1)NC(=O)c1ccco1,11%
Cc1ccc(COc2ccc(/C=N/NC(=O)CN3CCCCC3)cc2)cc1,17%
CC1(c2ccccc2)CC(C)(C)N(C(N)=O)c2ccccc21 (stereo not given),8%
COc1ccc([N+](=O)[O-])cc1-c1ccc(/C=N/Nc2nc(Nc3cc(Cl)c(C)cc3Br)nc(N3CCOCC3)n2)o1,5%
Cc1cccc(C(=O)Nc2nc(-c3ccc(Br)cc3)cs2)c1,5%
CCC(CC)NS(=O)(=O)c1ccc(F)cc1,0%
COc1ccc(/C=C/C(=O)Nc2ccc(C(C)=O)cc2)cc1,5%
C=CCN1C(=O)/C(=C\c2cc3c(cc2Br)OCO3)SC1=S,32%
Cc1ccc(/C=C(\C#N)c2nc(-c3ccc(Br)cc3)cs2)cc1,0%
O=C(COc1ccc2ccccc2c1)Nc1ccc(S(=O)(=O)N2CCCC2)cc1,15%
O=C(N/N=C/c1cc(Br)c(O)c(Br)c1)c1cc(Br)cc(Br)c1O,4%
COC(=O)c1cc(NC(=O)CCCOc2ccc(Cl)cc2C)cc(C(=O)OC)c1,21%
O=[N+]([O-])c1cccc(Nc2cc(Cl)c3nonc3c2[N+](=O)[O-])c1,23%
COc1ccccc1-c1nnc(SCC(=O)OC(C)C)o1,4%
COc1ccc(C(=O)NC(=S)Nc2ccc(NC(=O)c3ccco3)cc2)cc1[N+](=O)[O-],15%
COc1ccc(N(CC(=O)NCCSc2ccccn2)S(C)(=O)=O)cc1Cl,2%
Cc1ccc(-c2csc(N/N=C\c3ccccc3O)n2)cc1,11%

# A second format for part of the listing above:
canonical_smiles	RNase H inhibition
CCOC(=O)C1=C(C)N=c2s/c(=C\c3ccc(C)cc3)c(=O)n2C1c1ccccc1Cl (stereo not given)	14%
CC(C(=O)Nc1ccc(-c2nc3ccccc3o2)cc1)(c1ccccc1)c1ccccc1	14%
CC(=O)Nc1cc([N+](=O)[O-])c(N(C)S(=O)(=O)c2ccccc2)c2ccccc12	17%
NC(=O)/C(=C\c1ccc(Cl)cc1)NC(=O)c1ccco1	11%
Cc1ccc(COc2ccc(/C=N/NC(=O)CN3CCCCC3)cc2)cc1	17%
CC1(c2ccccc2)CC(C)(C)N(C(N)=O)c2ccccc21 (stereo not given)	8%
COc1ccc([N+](=O)[O-])cc1-c1ccc(/C=N/Nc2nc(Nc3cc(Cl)c(C)cc3Br)nc(N3CCOCC3)n2)o1	5%

# (list continues)
SMILES,RNase H inhibition
CCCCCc1ccc(-c2nc(-c3ccc(Br)cc3)no2)cc1,12%
C=CCc1ccc(OCCOCCOc2ccc(C)cc2[N+](=O)[O-])c(OC)c1,9%
COc1cc(/C=C2\SC(=S)NC2=O)cc(Cl)c1OS(=O)(=O)c1ccccc1,11%
COc1ccc(C(=O)Nc2ccc(Cl)c(-c3nc4ccccc4[nH]3)c2)cc1,15%
NC(=O)c1cc(-c2ccccc2)sc1N,8%
CC(=O)N(C)c1ccc(NC(=O)c2ccc(-c3ccccc3)cc2)cc1,5%
COc1cc(/C=C2\SC(=S)NC2=O)ccc1OCCOc1ccccc1Cl,51%*
Cc1cc(=O)oc2c(/C=N\NC(=O)c3ccc(Br)cc3O)c(O)ccc12,9%
Cc1ccc([N+](=O)[O-])cc1NC(=O)C1CC1,0%
Cn1cnc([N+](=O)[O-])c1Sc1ncnc2c(C#N)c3n(c12)CCCCC3,8%
Cc1cccc(OCC(=O)Nc2ccccc2-c2ccccc2)c1,18%
C[n+]1ccn(CC(=O)c2ccc(Cl)c(Cl)c2)c1,2%
O=C(CCC(=O)Nc1cccc([N+](=O)[O-])c1)NCCO,4%
CC(=O)Nc1ccc(OC(=O)c2ccccc2NC(=O)c2ccccc2Br)cc1,14%
COc1ccccc1N/C(=N\S(=O)(=O)c1ccc(Cl)cc1)c1ccccc1,10%
O=[N+]([O-])c1cc(C(F)(F)F)ccc1N1CCN(S(=O)(=O)c2ccccc2)CC1,6%
COc1cc2ccccc2cc1C(=O)Nc1ccc(Br)cn1,9%
FC(F)(F)c1ccccc1C=NN1CCN(C2c3ccccc3-c3ccccc32)CC1,6%
O=C1/C(=C/c2ccc(O)c(Br)c2)Sc2ccccc21,28%
Cc1ccc2oc(-c3ccc(NC(=O)c4ccc(C(C)(C)C)cc4)cc3O)nc2c1,0%
O=C(O)CCCN1C(=O)/C(=C/c2ccccc2)SC1=S,0%
Cc1cc[n+](C(C)C(=O)c2ccc(-c3ccccc3)cc2)cc1 (stereo not given),3%
C/C(=C/C(=O)C(F)(F)C(F)F)Nc1ccccc1,5%
O=C1CC(c2cc([N+](=O)[O-])c(Cl)cc2Cl)=NO1,33%
CC(C)(C)c1ccc(OCC(=O)N2CCN(c3ccccn3)CC2)cc1,7%
# (next part)
SMILES,RNase H inhibition
COc1cc2c(cc1NC(=O)/C=C/c1ccccc1)oc1ccccc12,11%
COc1ccc(N2C(=O)NC(=O)/C(=C/c3cccn3-c3ccc([N+](=O)[O-])cc3)C2=O)cc1,17%
O=C(N1CCCCC1)n1nnc2ccccc21,23%
CCC(=O)NC(OCc1ccccc1)(C(F)(F)F)C(F)(F)F,0%
CCc1ccccc1NC(=O)CN(c1cc(Cl)cc(Cl)c1)S(=O)(=O)c1ccccc1,7%
Cc1ccc(C(=O)NC2Sc3ccccc3N=C2c2ccccc2)cc1 (stereo not given),0%
O=C(NCc1ccc(Cl)cc1Cl)C(=O)N/N=C/c1cccc2ccccc12,21%
Cc1c(C(=O)Nc2ccc(NC(=O)c3ccc(Br)cc3)cc2)cccc1[N+](=O)[O-],5%
CC(=O)NC12CC3CC(CC(CCC(=O)O)(C3)C1)C2,7%
COc1ccc(N(CC(=O)O)S(C)(=O)=O)cc1Cl,0%
Cc1ccccc1NC(=O)c1cc(S(N)(=O)=O)ccc1Cl,15%
O=C(Nc1ccc(NC(=O)c2ccc3ccccc3c2)cc1)c1cccc(Cl)c1,6%
Fc1ccc(NC(=S)Nc2cccc3ccccc23)cc1,30%
O=C(NCCCCCCNC(=O)N1CCCCC1)N1CCCCC1,0%
CC1=C(C(=O)Nc2ccc(C)c(Cl)c2)C(c2ccc(Br)c([N+](=O)[O-])c2)NC(=O)N1 (stereo not given),6%
O=C(NC(c1ccccc1Cl)c1ccc2cccnc2c1O)c1ccccc1 (stereo not given),23%
Cc1ccc(-c2cc(C(=O)O)c3cc(Br)ccc3n2)s1,0%
Cc1ccc(/C=c2/sc3n(c2=O)C(N)=C(C#N)C(c2ccc(C)o2)C=3C#N)o1 (stereo not given),16%
O=C(NC1CCN(Cc2ccccc2)CC1)c1ccc(Cl)cc1Cl,0%
CC(C)(C)c1ccc(O)c(N=Cc2cccc([N+](=O)[O-])c2)c1,16%
Cc1ccc(-n2nc3cc(C)c(NC(=S)NC(=O)c4cccc(F)c4)cc3n2)cc1,36%
Cc1sc(/N=C/c2cccc([N+](=O)[O-])c2)c(C#N)c1C,6%
O=C(O)c1ccc(/C=N/NC(=O)c2ccccn2)cc1,0%
CN1CCC(=NNC(=O)c2c[nH]c3ccccc23)CC1,5%
CC1(C)CCC[C@@]2(C)C1CC[C@@]1(C)OC(=O)CC21 (stereo not given in full),0%
# (listing goes on)
SMILES,RNase H inhibition
Cc1ccc2oc3cc(NC4CCCCC4)c4c(=O)c5ccccc5c(=O)c4c3[nH]c2c1,13%
O=C1NC(=O)N(c2ccc(Cl)cc2)C(=O)/C1=C/c1cc(I)c(O)c([N+](=O)[O-])c1,17%
CCN(CC)CCCCOc1ccc(C(C)(C)C)cc1,0%
CC(Sc1ccc(Cl)cc1)C(=O)Nc1ccccc1C(F)(F)F (stereo not given),5%
CC(=O)Nc1nc2cc3sc(NC(C)=O)nc3cc2s1,7%
CCOc1ccccc1C=Nc1ccc(N=Cc2ccccc2OCC)cc1,0%
CCOc1ccc(-c2[nH]c3ccc(Cl)c[n+]3c2C)cc1,11%
COc1cc(C)nc(Nc2nc(C)c3ccc(C)cc3n2)n1,3%
Brc1ccc(-n2c(-c3ccccc3)nnc2-c2ccccc2)c(Br)c1,4%
CC1(C)CC(=O)C2=C(C1)N=C1c3ccccc3C(=O)C1C2c1cccc([N+](=O)[O-])c1 (stereo not given),16%
O=C(Nc1nnc(-c2ccccc2Br)s1)Nc1ccc(Cl)cc1Cl,19%
Cc1c(C(=O)Nc2ccc3c(c2)Cc2ccccc2-3)cccc1[N+](=O)[O-],11%
O=C(/C=C/NNC(=O)c1ccc(Br)cc1)c1ccccc1,20%
O=C(COc1ccc(Cl)cc1Br)N/N=C/c1ccc([N+](=O)[O-])o1,1%
Cc1ccc(C(=O)Nc2c(C(=O)Nc3ccccn3)cnn2-c2ccccc2)cc1,3%
C(=N\Nc1ccccn1)/c1cccs1,1%
NC(=O)c1ccc(NC(=O)C23CC4CC(CC(C4)C2)C3)cc1,11%
CCC(C)NC(=O)CN(c1cccc(OC)c1)S(=O)(=O)c1ccc(C)cc1 (stereo not given),5%
CCOC(=O)c1ccc(NC(=O)C(=O)N/N=C(\C)CCc2ccccc2)cc1,7%
O=C(Nc1nc2ccccc2n1CCOc1ccccc1)c1ccc(Cl)cc1,7%
C/C(=N\NC(=O)c1cc(-c2ccc(C)cc2)n[nH]1)c1ccc2ccccc2c1,42%
COc1ccc(Br)cc1/C=C1\SC(N2CCOCC2)=NC1=O,52%*
COc1ccc(CC2SC(=Nc3ccc(Br)cc3)NC2=O)cc1 (stereo not given),0%
C=CCn1c(SCC(=O)N2CCOCC2)nc2sc3c(c2c1=O)CCCC3,8%
c1ccc2cc(OCCN3CCOCC3)ccc2c1,10%
# Carrying on.
SMILES,RNase H inhibition
C/C=C/COC(=O)C1=C(C)NC(=O)NC1c1cc(OC)ccc1OC (stereo not given),10%
CC1CN(C(=O)C2(C)CCCCC2)c2ccccc21 (stereo not given),4%
Cc1nc([N+](=O)[O-])c(Br)n1Cc1ccc(Br)cc1,0%
CCN1C(=O)/C(=C2\SC(=S)N(CC3CCCO3)C2=O)c2ccccc21 (stereo not given),9%
CCOc1cc(/C=N/NC(=O)CN2CCCCCCC2)ccc1OC,0%
CCOc1cccc(C(=O)Nc2sc(C)cc2C(=O)OC)c1,3%

# Screens deposited in PubChem by MTDP.
